Screening data (PubChem BioAssay)
Wee1 degr inh: blocks degradation of human Wee1 kinase. HeLa Luc-Wee1K328M stability, luciferase luminescence; 100% = proteasome inhibitor MG132 effect. reporter increase, % at 5 µM. 220,000 compounds, 1.2% hits. P30291. AID 1321;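 active = activation above the mean of all tested compounds plus 3 SD, set per screening run, cut at about 8.8% in these data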;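 note: cells exposed to compound for 20 h before luminescence read; 0% = DMSO alone and 100% = MG132 at 30 µM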
Target sequence (P30291 whole entry K328M): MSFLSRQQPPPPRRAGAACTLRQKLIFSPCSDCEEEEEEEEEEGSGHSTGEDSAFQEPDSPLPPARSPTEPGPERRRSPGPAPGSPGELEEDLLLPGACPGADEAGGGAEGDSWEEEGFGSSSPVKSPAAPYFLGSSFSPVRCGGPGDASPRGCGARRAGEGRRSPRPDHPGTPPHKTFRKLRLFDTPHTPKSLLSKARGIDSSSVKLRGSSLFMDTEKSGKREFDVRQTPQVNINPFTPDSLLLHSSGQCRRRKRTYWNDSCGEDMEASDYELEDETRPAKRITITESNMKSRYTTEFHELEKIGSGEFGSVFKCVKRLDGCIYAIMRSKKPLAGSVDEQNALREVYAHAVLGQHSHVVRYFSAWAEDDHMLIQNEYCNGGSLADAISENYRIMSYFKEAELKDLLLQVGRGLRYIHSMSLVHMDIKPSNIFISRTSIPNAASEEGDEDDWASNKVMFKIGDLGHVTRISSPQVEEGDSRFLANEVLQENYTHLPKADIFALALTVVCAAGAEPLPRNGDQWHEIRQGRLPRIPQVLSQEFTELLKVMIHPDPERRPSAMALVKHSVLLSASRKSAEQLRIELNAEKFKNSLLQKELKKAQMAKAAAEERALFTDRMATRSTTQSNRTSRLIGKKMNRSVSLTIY
eIF4E-4G inh: eIF4E/eIF4G interaction inhibition in translation initiation | P63073+Q04637 | TR-FRET eIF4E-eIF4GI(517-606) binding, 2 h | AID 782 | inhibition, % at 21.7 µM | 220,000 compounds, 0.37% hits;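 active = inhibition above about 30%, limit read from the data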;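 note: 0% = full FRET control wells and 100% = background wells lacking eIF4GI fragment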
p97 inhibitor: human p97 ATPase inhibition. recombinant p97 ATPase, Kinase-Glo ATP luminescence, 3 h. inhibition, % at 8 µM. 220,000 compounds, 0.42% hits. AID 1481; in the data active = inhibition above about 15%;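 note: 0% = DMSO vehicle and 100% = wells lacking enzyme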
14-3-3 Bad inh: disrupts binding of bovine 14-3-3 zeta to phospho-Bad peptide; TR-FRET 14-3-3zeta/Dy647-pBad peptide displacement, 1 h; AID 781; inhibition, % at 21.7 µM; 220,000 compounds, 0.71% hits;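 active = inhibition above about 70%, limit read from the data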;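 note: 0% = full 14-3-3 plus peptide FRET controls and 100% = background without 14-3-3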
FXIa inh 1536: factor XIa (human) inhibition; purified FXIa, Boc-Glu-Ala-Arg-AMC fluorogenic substrate; inhibition, % at 5 µM; P03951; 220,000 compounds, 0.14% hits;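 active = inhibition of at least 40%; inactive = inhibition below 40%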;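 note: fluorescence of freed AMC excited at 355 nm; 0% = enzyme without compound and 100% = no enzyme blank; many of its hits are not listed in these tables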
Rad51 HR inh: Rad51 (human) homologous recombination inhibition | Q06609 | hRad51 DNA strand exchange, fluorescence dequenching | inhibition, % at 10 µM | 200,000 compounds, 0.085% hits;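 active = inhibition above 40% at the single screening dose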;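 note: 0% = DMSO control wells and 100% = blanks with heterologous ssDNA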
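System: hRad51 filaments on single-stranded DNA; reagent: Fluorescein- and BHQ1-tagged 47-mer duplex; compound dosing: one concentration, 10 µM final; timing: filaments 15 min 37 °C, then compound 30 min; measured by: fluorescein emission 520 nm, excitation 485 nm; benchmarks: per-plate controls and blanks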
Mdm2 ligase inh: blocks human Mdm2 ubiquitin ligase activity | Q00987 | cell-based MDM2 ubiquitination luciferase reporter, 2 h; 0 = plate control, 100 = twice control, blank-subtracted | signal enhancement, % at 5 µM | 210,000 compounds, 0.11% hits | AID 1230;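 active = signal enhancement of 30% or more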;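 note: luminescence tracks abundance of the self-degrading MDM2-luciferase fusion protein; higher signal means inhibition of MDM2 E3 ligase activity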
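Material: Stable MDM2–luciferase fusion reporter cells | Amount: 2000 cells seeded into each well | Dosing: One concentration, 5 µM, with 0.2% DMSO | Incubation: 4 h cell settling then 2 h compound exposure, 37 °C | Measured by: Luciferase luminescence | Read-out basis: % enhancement relative to plate controls after blank subtraction | Benchmarks: Control and blank well means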
FXIIa inh: factor XIIa (human) inhibition; purified FXIIa, Boc-QGR-AMC fluorogenic substrate, 2 h; inhibition, % at 5 µM; P00748; AID 800; 220,000 compounds, 0.3% hits; in the data active = inhibition above about 40%;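 note: 0% = enzyme with no compound and 100% = blank without enzyme; many of its hits are not listed in these tables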
KLK5 inh: inhibitors of human kallikrein 5; recombinant hK5, fluorogenic AMC substrate cleavage; inhibition, % at 5 µM; 210,000 compounds, 0.59% hits; AID 873;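 active = inhibition of 40% or more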;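 note: 0% = enzyme controls without compound and 100% = no-enzyme blanks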
Target sequence (Q9Y337 67-293 limits assumed): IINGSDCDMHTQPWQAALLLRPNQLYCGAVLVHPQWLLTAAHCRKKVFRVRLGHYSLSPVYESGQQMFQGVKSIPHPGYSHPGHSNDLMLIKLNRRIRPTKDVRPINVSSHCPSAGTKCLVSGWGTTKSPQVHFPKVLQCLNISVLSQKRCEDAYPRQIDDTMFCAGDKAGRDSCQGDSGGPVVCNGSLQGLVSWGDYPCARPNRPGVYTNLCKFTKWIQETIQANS
Active calls of the source: *; [ ] = dose if it differs, or a comment.

For O=C(CSc1ncccc1-c1nc2ccccc2[nH]1)N1CCN(c2ccccc2F)CC1 the results were Wee1 degr inh -2, eIF4E-4G inh -7, p97 inhibitor 1, 14-3-3 Bad inh 12, FXIa inh 1536 -6, Rad51 HR inh 1, Mdm2 ligase inh -34, FXIIa inh 1 and KLK5 inh 2.
Cc1[nH]n(-c2ccccc2)c(=O)c1/C=N/Nc1nncc(-c2ccccc2)n1 was read as Wee1 degr inh 2, eIF4E-4G inh 0[fluorescence artefact?], p97 inhibitor 1, 14-3-3 Bad inh 9[fluorescence artefact?], FXIa inh 1536 2, Rad51 HR inh 0, Mdm2 ligase inh -24, FXIIa inh 13 and KLK5 inh -23.
Screening CC(C)C(NC(=O)c1cccc(S(=O)(=O)N2CCOCC2)c1)C(=O)NCCc1ccccn1 (stereo not drawn) returned Wee1 degr inh 0, eIF4E-4G inh -4, p97 inhibitor 3, 14-3-3 Bad inh 6, FXIa inh 1536 1, Rad51 HR inh 5, Mdm2 ligase inh 0, FXIIa inh -1 and KLK5 inh 3.
For CCn1nc(C(=O)OCC(=O)N2CCc3ccccc32)c2ccccc2c1=O the results were Wee1 degr inh -4, eIF4E-4G inh 14, p97 inhibitor 4, 14-3-3 Bad inh -15, FXIa inh 1536 6, Rad51 HR inh -3, Mdm2 ligase inh -7, FXIIa inh 19 and KLK5 inh -9.
For Cc1cc(Cl)ccc1OCC(=O)Nn1c(C)ccc1C the results were Wee1 degr inh -1, eIF4E-4G inh -6, p97 inhibitor 4, 14-3-3 Bad inh -1, FXIa inh 1536 -12, Rad51 HR inh -10, Mdm2 ligase inh 11, FXIIa inh -1 and KLK5 inh -30.
For Cc1cccc(-n2c(C)cc(/C=N/n3cnnc3)c2C)c1 the results were Wee1 degr inh 0, eIF4E-4G inh -1, p97 inhibitor 5, 14-3-3 Bad inh 45, FXIa inh 1536 -9, Rad51 HR inh -1, Mdm2 ligase inh 13, FXIIa inh -12 and KLK5 inh 2.
Screening CCC1C(O)=C(c2ccccn2)C(=N)N1c1ccccc1 (stereo not drawn) returned Wee1 degr inh 5, eIF4E-4G inh -5, p97 inhibitor -4, 14-3-3 Bad inh -20, FXIa inh 1536 5, Rad51 HR inh -7, Mdm2 ligase inh -14, FXIIa inh 21 and KLK5 inh -21.
`CCc1nnc(SCC(=O)Nc2ccc(C(C)=O)cc2)nc1CC` gave eIF4E-4G inh 0, 14-3-3 Bad inh -6, FXIa inh 1536 -1, Rad51 HR inh -6, Mdm2 ligase inh 5, FXIIa inh 10 and KLK5 inh -10.
Screening Cc1cc(C)c(S(=O)(=O)Nc2nnc(C)s2)c(C)c1 returned Wee1 degr inh -2, eIF4E-4G inh 3, p97 inhibitor -1, 14-3-3 Bad inh 0, FXIa inh 1536 -4, Rad51 HR inh -16, Mdm2 ligase inh -36, FXIIa inh -1 and KLK5 inh -9.
`COc1cc(/C=C/C(=O)O)cc(S(=O)(=O)Nc2ccc3nc(C)sc3c2)c1OC` gave Wee1 degr inh 4, eIF4E-4G inh -7, p97 inhibitor 1, 14-3-3 Bad inh -7, FXIa inh 1536 1, Rad51 HR inh -4, FXIIa inh 9 and KLK5 inh 3.
For CC(C)(C)NC(=O)Cn1cnc([N+](=O)[O-])n1 the results were Wee1 degr inh -2, eIF4E-4G inh 1[fluorescence artefact?], p97 inhibitor 5, 14-3-3 Bad inh 3[fluorescence artefact?], FXIa inh 1536 -7, Rad51 HR inh 5, Mdm2 ligase inh -11, FXIIa inh 0 and KLK5 inh -23.
N#Cc1cc2cc3ccccc3nc2n2c(=O)c3ccccc3nc12 was read as Wee1 degr inh -1, eIF4E-4G inh -9, p97 inhibitor 6, 14-3-3 Bad inh 5, FXIa inh 1536 6, Rad51 HR inh -306, Mdm2 ligase inh -56, FXIIa inh 16 and KLK5 inh -6.

Retrieved by compound from the entries so far (2):
For CCn1nc(C(=O)OCC(=O)N2CCc3ccccc32)c2ccccc2c1=O the results were Wee1 degr inh -4, eIF4E-4G inh 14, p97 inhibitor 4, 14-3-3 Bad inh -15, FXIa inh 1536 6, Rad51 HR inh -3, Mdm2 ligase inh -7, FXIIa inh 19 and KLK5 inh -9.
`CCc1nnc(SCC(=O)Nc2ccc(C(C)=O)cc2)nc1CC` gave eIF4E-4G inh 0, 14-3-3 Bad inh -6, FXIa inh 1536 -1, Rad51 HR inh -6, Mdm2 ligase inh 5, FXIIa inh 10 and KLK5 inh -10.

Later entries.
COCCNC(=S)N(Cc1cccnc1)Cc1ccc(OC)c(OC)c1 was read as Wee1 degr inh 1, eIF4E-4G inh -5, p97 inhibitor 3, 14-3-3 Bad inh -9, FXIa inh 1536 26, FXIIa inh 24 and KLK5 inh -14.
`Cc1c(C(=O)NC2=NCCS2)oc2ccccc12` gave Wee1 degr inh -1, eIF4E-4G inh 0, p97 inhibitor -7, 14-3-3 Bad inh 5, FXIa inh 1536 -8, Rad51 HR inh 0, Mdm2 ligase inh -41, FXIIa inh -10 and KLK5 inh 0.
`Cc1sc(NC(=O)C2CCCCC2C(=O)O)c(C(N)=O)c1-c1ccccc1` (stereo not drawn) gave Wee1 degr inh 2, eIF4E-4G inh 0, p97 inhibitor -2, 14-3-3 Bad inh 3[fluorescence artefact?], FXIa inh 1536 0, Rad51 HR inh 7, Mdm2 ligase inh -47, FXIIa inh 7 and KLK5 inh -6.
`Cc1cc(C)cc(NC(=O)C2CCCN2C(=O)Oc2ccccc2)c1` (stereo not drawn) gave Wee1 degr inh -2, eIF4E-4G inh 6, p97 inhibitor 1, 14-3-3 Bad inh 13, FXIa inh 1536 3, Rad51 HR inh 7, Mdm2 ligase inh 4, FXIIa inh 10 and KLK5 inh -8.
Cc1ccc(Cn2c(Sc3nccc(C)n3)nc3c2c(=O)[nH]c(=O)n3C)cc1 was read as Wee1 degr inh 1, eIF4E-4G inh 12[fluorescence artefact?], p97 inhibitor -3, 14-3-3 Bad inh -1, FXIa inh 1536 2, Rad51 HR inh -2, Mdm2 ligase inh -17, FXIIa inh 16 and KLK5 inh -18.
COc1ccccc1OC(C)C(=O)O (stereo not drawn) was read as Wee1 degr inh 1, eIF4E-4G inh 2, p97 inhibitor 7, 14-3-3 Bad inh 4, FXIa inh 1536 5, Rad51 HR inh 3, Mdm2 ligase inh -9, FXIIa inh 11 and KLK5 inh -5.
Screening O=C(CCC1COc2ccccc2O1)NCc1ccccc1 (stereo not drawn) returned Wee1 degr inh 6, eIF4E-4G inh 5, p97 inhibitor 0, 14-3-3 Bad inh -3, FXIa inh 1536 7, Rad51 HR inh 7, Mdm2 ligase inh -5, FXIIa inh 16 and KLK5 inh -8.
CCOCCn1c(=NC(=O)/C=C/c2ccccc2Cl)sc2cc(NC(C)=O)ccc21 was read as Wee1 degr inh -1, eIF4E-4G inh 0, p97 inhibitor 4, 14-3-3 Bad inh 33[fluorescence artefact?], FXIa inh 1536 5, Rad51 HR inh -7, Mdm2 ligase inh -7, FXIIa inh 8 and KLK5 inh -4.
`COC(=O)c1c(-c2cc(C)ccc2C)csc1NC(=O)C1CC=CCC1C(=O)O` (stereo not drawn) gave Wee1 degr inh 1, eIF4E-4G inh 1, p97 inhibitor 8, 14-3-3 Bad inh -5, FXIa inh 1536 0, Rad51 HR inh 5, Mdm2 ligase inh -2, FXIIa inh 4 and KLK5 inh -3.
For CCOc1cc(CNCCN2CCOCC2)ccc1OCc1ccccc1Cl the results were Wee1 degr inh -4, eIF4E-4G inh -1, p97 inhibitor 4, 14-3-3 Bad inh -5, FXIa inh 1536 -5, Rad51 HR inh 4, Mdm2 ligase inh -4, FXIIa inh -14 and KLK5 inh -10.
For Cn1nnnc1NCc1ccc(Cl)c(Cl)c1 the results were Wee1 degr inh 0, eIF4E-4G inh 3, p97 inhibitor 3, 14-3-3 Bad inh -12, FXIa inh 1536 -5, Rad51 HR inh 10, Mdm2 ligase inh -4, FXIIa inh 0 and KLK5 inh -5.
Screening Cn1c(SCC(=O)c2ccc3c(c2)Cc2ccccc2-3)nnc1-c1ccccc1 returned Wee1 degr inh 2, eIF4E-4G inh 1[fluorescence artefact?], p97 inhibitor 1, 14-3-3 Bad inh 5[fluorescence artefact?], FXIa inh 1536 -1, Rad51 HR inh 0, Mdm2 ligase inh -5, FXIIa inh 6 and KLK5 inh -1.
For CC(NC(=O)c1ccccc1Br)c1ccc2c(c1)CCCC2 (stereo not drawn) the results were Wee1 degr inh -3, eIF4E-4G inh -1, p97 inhibitor 2, 14-3-3 Bad inh 5, FXIa inh 1536 6, Rad51 HR inh 9, Mdm2 ligase inh -14, FXIIa inh 16 and KLK5 inh 2.
For Cn1c(=O)c2c(nc(SCC(=O)N3c4ccccc4CCc4ccccc43)n2C)n(C)c1=O the results were Wee1 degr inh 0, eIF4E-4G inh 5, p97 inhibitor 3, 14-3-3 Bad inh 6, FXIa inh 1536 -5, Rad51 HR inh -3, Mdm2 ligase inh -7, FXIIa inh 11 and KLK5 inh -10.
For O=c1cc2c(nn1Cc1ccc(F)cc1)-c1ccccc1CC2 the results were Wee1 degr inh 7, eIF4E-4G inh 7, p97 inhibitor 1, 14-3-3 Bad inh -1, FXIa inh 1536 2, Mdm2 ligase inh -22 and FXIIa inh 6.
`O=C(O)C1CCN(C(=O)Cc2ccccc2)CC1` gave Wee1 degr inh -3, eIF4E-4G inh 2, p97 inhibitor -3, 14-3-3 Bad inh 0, FXIa inh 1536 0, Rad51 HR inh 7, Mdm2 ligase inh -4, FXIIa inh 12 and KLK5 inh 4.
For C/C(=N\NC(=O)CCC(=O)Nc1ccccc1)c1cccs1 the results were Wee1 degr inh -1, eIF4E-4G inh -1, p97 inhibitor 4, 14-3-3 Bad inh 0, FXIa inh 1536 12, Rad51 HR inh 10, Mdm2 ligase inh 5, FXIIa inh 10 and KLK5 inh -8.
Screening CN(C)S(=O)(=O)c1ccc(C(=O)N2CCC(c3nc4ccccc4o3)CC2)cc1 returned Wee1 degr inh -3, eIF4E-4G inh -5, p97 inhibitor 2, 14-3-3 Bad inh -9[fluorescence artefact?], FXIa inh 1536 -6, Rad51 HR inh 2, Mdm2 ligase inh -1, FXIIa inh -1 and KLK5 inh 4.
CC1=CN2C(=NC(=O)CC2(C)C(=O)N(CC(=O)NC2CCCC2)c2ccccc2C)C=C1 (stereo not drawn) was read as Wee1 degr inh 1, eIF4E-4G inh 1, p97 inhibitor -3, 14-3-3 Bad inh -7, FXIa inh 1536 5, Rad51 HR inh 2, Mdm2 ligase inh -20, FXIIa inh -4 and KLK5 inh -24.
`COc1ccc(CC(=O)Nc2cccc(-c3nnc(-c4cccc(C)c4)o3)c2)cc1OC` gave Wee1 degr inh 1, eIF4E-4G inh -6, p97 inhibitor -1, 14-3-3 Bad inh -1, FXIa inh 1536 4, Rad51 HR inh -4, Mdm2 ligase inh -26, FXIIa inh 5 and KLK5 inh -8.
Screening COc1cc(/C=C/C(=O)NNc2c(F)c(F)cc(F)c2F)ccc1OC(F)F returned Wee1 degr inh 1, eIF4E-4G inh -9, p97 inhibitor 3, 14-3-3 Bad inh -4, FXIa inh 1536 -2, Rad51 HR inh 2, Mdm2 ligase inh -2, FXIIa inh 17 and KLK5 inh -3.
`CCC(=O)N1CCc2cc(S(=O)(=O)N3CCc4ccccc43)ccc21` gave Wee1 degr inh 4, eIF4E-4G inh -2[fluorescence artefact?], p97 inhibitor 1, 14-3-3 Bad inh -16, FXIa inh 1536 -6, FXIIa inh 4 and KLK5 inh -6.
